# eLon inh = inhibits E. coli Lon protease; hit rate 0.42% among 360,000; purified E. coli Lon protease, fluorescence polarization; inhibition, % at 7.94 µM; P0A9M0; in the data active = inhibition above about 13%, passing the limit was not always enough;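 also: 0% = enzyme with probe and DMSO and 100% = no enzyme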
# MLLE-PAM2 inh = inhibitors of microRNA-mediated deadenylation, human PABP1 MLLE binding; P11940; GST-MLLE / FITC-PAM2 fluorescence polarization; inhibition, % at 20 µM; hit rate 0.36% among 360,000; AID 588489; in the data active = inhibition above about 35%, passing the limit was not always enough;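 also: plate controls were DMSO wells with GST-MLLE for no effect and wells lacking GST-MLLE protein for full effect; some results filed as inactive read as strong as hits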
# Target sequence (P11940 whole entry, looked up): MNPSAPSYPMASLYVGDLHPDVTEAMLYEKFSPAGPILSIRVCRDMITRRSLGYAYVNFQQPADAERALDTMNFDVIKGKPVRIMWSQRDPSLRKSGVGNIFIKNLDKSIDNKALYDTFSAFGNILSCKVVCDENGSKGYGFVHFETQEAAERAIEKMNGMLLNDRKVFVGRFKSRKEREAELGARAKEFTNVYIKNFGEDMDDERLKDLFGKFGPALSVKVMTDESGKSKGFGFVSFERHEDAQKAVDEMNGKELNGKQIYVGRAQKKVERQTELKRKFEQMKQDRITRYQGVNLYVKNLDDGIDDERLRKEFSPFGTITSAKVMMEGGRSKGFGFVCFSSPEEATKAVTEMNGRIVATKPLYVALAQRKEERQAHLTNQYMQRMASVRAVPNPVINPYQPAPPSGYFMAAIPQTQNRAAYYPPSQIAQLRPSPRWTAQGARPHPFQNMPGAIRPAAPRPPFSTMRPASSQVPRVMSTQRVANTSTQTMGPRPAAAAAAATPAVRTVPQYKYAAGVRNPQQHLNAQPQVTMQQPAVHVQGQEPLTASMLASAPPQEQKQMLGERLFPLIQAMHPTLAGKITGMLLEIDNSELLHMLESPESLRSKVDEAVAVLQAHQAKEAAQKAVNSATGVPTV
# CendR NRP1 mod = alters CendR peptide binding to human NRP-1. inhibition, % at 25 µM. AID 602438. FAM-RPARPAR peptide binding to NRP-1, fluorescence polarization. O14786. hit rate 0.85% among 360,000;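 active = inhibition or corrected inhibition above about 18%, plus a signal ratio from 0.5 to 1.5, limit read from the data, passing the limit was not always enough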; also: strong numbers were not always called active
# MT1-MMP act inh = blocks activation of human MT1-MMP; P50281; HT1080 RFP-PRO-GFP cells, GFP/RFP ratio fluorescence, overnight; percent of plate control window, DMSO zero; GFP/RFP ratio change, % at 20 µM; hit rate 0.061% among 360,000; AID 651647;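 active = GFP/RFP ratio change of at least 30% with cell ATP level not reduced by more than half and red fluorescence within 50% of control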; also: strong numbers were not always called active
#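 Material – HT1080 RFP-PRO-GFP cells · Control set – DMSO wells and RFP-L50D-GFP cells · Incubation – overnight cell settling, then overnight compound exposure, 37 °C, 5% CO2 · Compound dosing – single-point 20 µM compound, 1% DMSO · Read-out – GFP/RFP fluorescence ratio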
# FAS-TE inh = FAS thioesterase (human) inhibition; P49327; recombinant FAS-TE, OMFH fluorogenic substrate, fluorescence endpoint; inhibition, % at 15 µM; hit rate 0.67% among 360,000;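 active = compounds whose normalised, plate-corrected inhibition of enzyme fluorescence in the single-dose primary screen is 50% or more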;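 also: 0% = DMSO with enzyme and 100% = substrate without enzyme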
# SKN-1 inh = C. elegans SKN-1 inhibition. C. elegans VP596 Pgst-4::GFP/RFP ratio, acrylamide-induced, 24 h. inhibition, % at 21.8 µM. hit rate 0.49% among 360,000;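 active = interference check ratio from 0.5 to 1.5 plus GFP to RFP signal ratio inhibition reaching or exceeding a fixed threshold, cut at about 30% in these data, passing the limit was not always enough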; also: some compounds called inactive have numbers as strong as hits
# Rin1 Abl inh = inhibitors of human Rin1-Abl protein interaction; AID 588664; P00519+Q13671; hit rate 0.4% among 360,000; inhibition, % at 7.35 µM; TR-FRET Rin1/Abl binding, biochemical; in the data active = inhibition above about 5%, passing the limit was not always enough
# Neddylation inh = inhibitors of human cullin neddylation; calls only at 25 µM; P61081+Q13564; TR-FRET cullin neddylation, biochemical; hit rate 0.58% among 360,000; AID 651699; in the data active = inhibition above about 36%
# MsrA act = activates bovine MsrA enzyme; purified bovine MsrA, absorbance read-out; activation, % at 10.6 µM; hit rate 0.3% among 360,000; AID 602163; in the data active = activation above about 7.5%;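 also: 0% = vehicle and 100% = reference activator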
# The depositor's hits bear a star; i = inactive; x = not tested or not shown; + = active, no number. Rows are unselected (roughly 4% active in at least one column).
SMILES,eLon inh,MLLE-PAM2 inh,CendR NRP1 mod,MT1-MMP act inh,FAS-TE inh,SKN-1 inh,Rin1 Abl inh,Neddylation inh,MsrA act
Cc1cccc(N(C(=O)c2csnn2)C(C(=O)NC(C)(C)C)c2cccs2)c1 (stereo not drawn),4,-4,6,1,-1,0,3,i,-6
Cc1ccc(SC[C@H](C)CN2CC[C@H](C)CCC2=O)cc1,6,1,5,-3,2,7,2,i,-1
CC(=O)NC1=NN(C(C)=O)C(c2ccc(C)cc2)S1 (stereo not drawn),4,-9,10,4,9,-6,-2,i,-5
CC(C)C(=O)NCCc1nc2ccccc2n1CCc1ccccc1,-6,-4,0,1,-3,-3,-3,i,1
COc1ccc(-c2[nH]nc3c2C2(C(=O)N(CC(=O)O)c4ccccc42)C(C#N)=C(N)O3)cc1OC (stereo not drawn),-18,1,-2,12,-8,5,-1,i,-1
S=C(Nc1ccc(Cl)cc1)N1CCCCC1,-1,-100,1,2,-8,1,3,i,-5
CCOc1cc(C2Nc3ccccc3NC3=C2C(=O)CC(C)(C)C3)ccc1OC(C)=O (stereo not drawn),-9,2,-2,1,0,14,0,i,-2
O=C(COC(=O)c1cc(S(=O)(=O)N2CCOCC2)ccc1F)c1ccccc1,2,6,2,-1,1,-7,1,i,-2
COc1cccc(C2C=C(Nc3ccccc3)C(=O)N2c2ccccc2)c1 (stereo not drawn),-42,12,-8,-2,24,13,-4,x,-2
CNS(=O)(=O)c1ccc2c3c(cccc13)C(=O)N2C,2,12,8,-2,-3,-20,-4,x,-4

# Full records as entered above. Screens in order: eLon inh	MLLE-PAM2 inh	CendR NRP1 mod	MT1-MMP act inh	FAS-TE inh	SKN-1 inh	Rin1 Abl inh	Neddylation inh	MsrA act
# `COc1ccc(-c2[nH]nc3c2C2(C(=O)N(CC(=O)O)c4ccccc42)C(C#N)=C(N)O3)cc1OC` (stereo not drawn) is entered as -18	1	-2	12	-8	5	-1	i	-1
# `COc1cccc(C2C=C(Nc3ccccc3)C(=O)N2c2ccccc2)c1` (stereo not drawn) is entered as -42	12	-8	-2	24	13	-4	x	-2
# `CC(C)C(=O)NCCc1nc2ccccc2n1CCc1ccccc1` is entered as -6	-4	0	1	-3	-3	-3	i	1
# `Cc1ccc(SC[C@H](C)CN2CC[C@H](C)CCC2=O)cc1` is entered as 6	1	5	-3	2	7	2	i	-1
# `CCOc1cc(C2Nc3ccccc3NC3=C2C(=O)CC(C)(C)C3)ccc1OC(C)=O` (stereo not drawn) is entered as -9	2	-2	1	0	14	0	i	-2

# Later entries:
SMILES,eLon inh,MLLE-PAM2 inh,CendR NRP1 mod,MT1-MMP act inh,FAS-TE inh,SKN-1 inh,Rin1 Abl inh,Neddylation inh,MsrA act
Cc1ccc(C)c(-c2nnc(NC(=O)CCS(=O)(=O)c3ccc(F)cc3)o2)c1,-9,2,-7,-6,-3,-8,2,i,-5
CCNC(=S)Nn1cnc2ccccc21,5,27,0,-1,-8,-11,0,i,-4
O=C(NCCn1c(C(F)(F)F)nc2cc(C(F)(F)F)ccc21)[C@H]1CCCN1c1nc(CN2CCCCC2)cs1,2,-55,-18,-1,-9,-10,0,i,0
COc1ccc(CN(C)C(=O)CCc2ccc(S(=O)(=O)N3CCCCCC3)cc2)c(OC)c1,-15,7,-2,0,22,-12,0,i,-3
CC(C)CC(C(=O)OCC(=O)c1c(N)n(C)c(=O)n(C)c1=O)N1C(=O)C2CC=CCC2C1=O (stereo not drawn),-2,-1,2,-1,2,6,-1,i,-5
COc1ccc(-n2nc(C(=O)NCC(=O)N(C)Cc3ccccc3)c3ccccc3c2=O)cc1OC,4,0,9,0,5,0,-2,i,-5
COc1ccc(CCN2CC(C(=O)NCc3cc(C)on3)CCC2=O)cc1 (stereo not drawn),0,1,5,3,-4,14,1,i,-2
O=C(O)/C=C/C(=O)Nc1ccc2nccnc2c1,2,2,-6,2,-5,9,-1,+,-6
CC1CC(C)CN(S(=O)(=O)c2ccc(C(=O)N(c3ccccn3)C3CCCCC3)cc2)C1 (stereo not drawn),-7,-7,1,-6,16,9,1,i,-1
Cc1cccc(NS(=O)(=O)c2cccc(C(=O)NCC3(N4CCOCC4)CCCCC3)c2)c1,-8,-15,-5,-2,1,2,2,i,-1
Cc1cccc(N2C(=O)CCC2=O)c1,-3,-3,6,-2,-9,-7,2,i,-8
CCN(C(=O)Cn1nnc(-c2ccccc2)n1)C1CCS(=O)(=O)C1 (stereo not drawn),1,-37,-6,-1,-8,5,0,i,-2
Cc1nc2cc(NC(=O)COc3ccccc3C#N)ccc2n1-c1ccccc1,-7,-31,-9,-2,-1,12,-2,i,-2
Cc1ccc(CNCc2ccc3c(c2)OCO3)cc1,7,-10,-13,1,-6,12,0,i,-1
COc1ccc(NC(=O)c2ccc(S(=O)(=O)N(C)c3ccccc3)cc2)cn1,-17,7,-6,-3,7,3,0,i,-8
CC(=O)N1N=C(c2ccccc2O)OC1(C)CC(=O)Nc1ccccc1 (stereo not drawn),4,-5,1,3,-12,8,-4,i,-2
CC(=O)c1c(C)[nH]c(C(=O)OCC(=O)N(Cc2ccccc2)C(C)(C)C)c1C,71*,5,-2,2,10,15,-1,i,-1
CC(=O)Oc1c(C)c(=O)n(C)c2ccccc12,0,0,-2,1,-11,-5,2,i,-7
O=C(CNC(=O)c1ccccc1)OCc1nnc(-c2ccccc2)o1,1,-1,10,-4,-6,19,3,i,-4
COC(=O)c1ccc(Oc2cc(C)nc(Cl)n2)cc1,8,2,-7,1,-10,-2,3,i,-11
CCCC(=O)OCC(=O)Nc1ccc(OC(F)F)cc1,10,8,18,4,-7,3,-1,i,-5
Cc1ccc(S(=O)(=O)CCC(=O)OC(C)c2nnc(-c3cccs3)o2)cc1 (stereo not drawn),-7,-4,-3,-1,-1,7,0,i,-3
Cc1c(N2C(=O)C(C)SC23C(=O)Nc2ccccc23)c(=O)n(-c2ccccc2)n1C (stereo not drawn),0,-8,2,-1,-5,-1,2,i,1
CCN(C1CCCCC1)S(=O)(=O)c1cn(C)c(=O)n(C)c1=O,-10,7,2,-1,-11,-19,-4,i,-5
Cc1ccc(CC2(C)C(=O)Nc3c(Cl)ccc(Cl)c32)cc1 (stereo not drawn),1,8,-2,-4,12,9,2,i,-3
CCOC(=O)c1c(C)[nH]c(C)c1C(=O)CN1C(=O)NC(CC(C)C)C1=O (stereo not drawn),-5,-39,-13,5,-6,-32,1,i,-5
COc1ccc(N2CCN(C(=O)CN(c3cccc(OC)c3)S(=O)(=O)c3ccccc3)CC2)cc1,-12,-2,-4,0,18,6,1,i,-2
COc1ccc(/C=C(\NC(=O)c2ccc(Cl)cc2)C(=O)NCc2cccnc2)cc1OC,-9,-3,8,2,-5,13,1,i,-2
COc1ccc(C(=O)Nc2ccc(S(=O)(=O)NCc3ccco3)cc2)cc1OC,-5,11,-19,12,-5,0,-1,i,0
CCc1ccccc1N(C)S(=O)(=O)c1cc(-c2cc(C)no2)ccc1OC,14,-2,5,0,24,13,-2,i,0
OC(COc1ccc(F)cc1)CN1CCN(c2ccccc2F)CC1 (stereo not drawn),-10,14,4,-1,-4,1,-2,i,-6
NC(=O)CSc1nnc(SCc2ccc(F)cc2)s1,-2,-16,1,1,-4,16,-1,i,-5
Cc1cc(C(=O)Nc2c(C)cccc2C)n(-c2ccccc2)n1,0,-12,3,4,-2,-2,-1,i,3
COc1cc2c(cc1NC(=O)c1cc(-c3ccncc3)nc3ccccc13)oc1ccccc12,-9,-61,-48,-12,14,13,-6,i,-5
CCC1(C)CC(=O)N(c2ccc(C(=O)O)c(O)c2)C1=O (stereo not drawn),-1,7,4,-5,-2,-13,0,i,-3
Cc1cc(C)n(-c2ccc(C(=O)OCC(=O)Nc3cc(S(C)(=O)=O)ccc3Cl)cc2)n1,-14,-3,-5,4,-3,-10,2,i,-2
O=C(C(Sc1ccccc1)c1ccccc1)N1CCOCC1 (stereo not drawn),-2,5,-7,6,-8,6,2,i,0
Cc1nnc(SCC(=O)c2ccccc2)n1Cc1ccccc1,1,-14,-6,-2,-9,5,2,i,-7
Cc1ccccc1OCC(=O)Nc1nnc(C2CCCC2)s1,-4,-6,-3,0,-10,8,0,i,-2
O=C1c2ccc(-c3ccc(Cl)c(C(F)(F)F)c3)cc2S(=O)(=O)c2cccc(C(=O)N3CCN(c4ccc(Cl)cn4)CC3)c21,-19,2,-13,3,67*,7,0,i,-3
COc1ccc(-c2nn(-c3ccccc3C)cc2CNC(C)c2cn(C)nc2C)cc1F (stereo not drawn),3,3,8,-4,0,-3,-6,i,-1
Cc1ccccc1NC(=O)COC(=O)c1cccnc1,-1,-5,-1,-2,-5,-8,-2,i,-4
CCn1cc(C(=O)N2CCCC(C(=O)c3ccc4ccccc4c3)C2)cn1 (stereo not drawn),-2,15,-23,-7,-3,5,-1,i,-11
Cn1nnnc1SCC(=O)Nc1ccc(N2CCOCC2)cc1,4,11,3,0,-7,13,0,i,-2
CCOC(=O)[C@H]1[C@H]2COc3ccc(Cl)cc3[C@@H]2N2C(=O)c3ccc(F)cc3NC(=O)[C@@]12C,-3,-9,-1,-11,20,3,1,i,2
Cc1nc2ccccc2c2c(N)c3ccccc3n12,4,-3,11,4,-4,-1,1,i,-4
Cc1ccc(-c2onc3ccc(C(=O)/C=C/N(C)C)cc23)cc1,2,-4,-8,-11,4,18,-2,i,0
O=C(C1=C[C@H](c2csc3ccccc23)C[C@H](OCCCCO)O1)N1CCN(Cc2ccc3c(c2)OCO3)CC1,1,-10,16,-3,24,3,0,i,1
Cc1cc(F)ccc1S(=O)(=O)N1CCCOC1CNC(=O)C(=O)NCc1cccnc1 (stereo not drawn),-5,0,19,0,-8,1,-1,i,0
CCN(CC)C(=O)C1CCCN(c2ccc([N+](=O)[O-])cc2[N+](=O)[O-])C1 (stereo not drawn),4,-5,4,4,13,-11,-5,i,-3
# (listing goes on)
SMILES,eLon inh,MLLE-PAM2 inh,CendR NRP1 mod,MT1-MMP act inh,FAS-TE inh,SKN-1 inh,Rin1 Abl inh,Neddylation inh,MsrA act
CC(C)(C)NC(=O)Cn1c(SCC(=O)N2CCCCCC2)nc2ccccc21,-4,-30,-3,15,-6,7,-1,i,-2
CCC(=O)Nc1nc2ccccc2n1Cc1ccccc1C,-14,4,-3,15,-5,-17,3,i,-6
COc1ccc(-c2nc(CS(=O)CC(=O)NC3CCCC3)c(C)o2)cc1 (stereo not drawn),1,5,0,-2,-6,1,-3,i,-2
CC(Oc1ccccc1F)C(=O)NNC(=O)CC(C)c1ccccc1 (stereo not drawn),-7,13,6,3,-3,8,-6,i,-2
Cc1cccc(C2NS(=O)(=O)N=C2N)c1 (stereo not drawn),-9,6,-8,1,-13,-14,4,i,-4
C/C(N)=C(/C#N)C(=O)COC(=O)C1CCN(S(=O)(=O)c2cccs2)CC1,3,28,1,-1,2,23,0,i,-3
COc1ccc(CN2CCCCCC2)c(C)c1C,-1,-17,5,8,-10,3,0,i,-8
COc1ccccc1NC(=O)c1ccc(COc2ccccc2Br)o1,-6,20,-6,-2,22,-2,-3,i,-7
O=[N+]([O-])c1cc(C(F)(F)F)cc([N+](=O)[O-])c1NCCN1CCNCC1,-7,7,-6,4,-14,8,-3,i,3
COc1ccc(CCN(CC(=O)NC2CCCC2)C(=O)Cn2nnc(-c3ccc(C)o3)n2)cc1OC,-8,2,-8,-1,3,8,2,i,0
CC(Nc1cccc2ccccc12)C(=O)N/N=C/c1ccc([N+](=O)[O-])cc1 (stereo not drawn),-3,-2,2,16,31,12,-5,i,-5
O=C(Nc1ccc(-n2ccc(C(F)(F)F)n2)cc1)Nc1cccc(Cl)c1,-2,8,-10,-6,24,11,-3,i,-3
COC(=O)c1ccc(NC(=O)c2ccc3nsnc3c2)cc1,0,-3,7,-1,2,-7,3,i,-7
COc1ccc(S(=O)(=O)c2c(C)c(NS(=O)(=O)c3ccccc3)cc(C)c2O)cc1,8,1,9,-1,26,3,-1,i,-9

# Screening data (PubChem)
